High-throughput results: PubChem BioAssay, several laboratories
UGM FP inh: M. tuberculosis UGM enzyme inhibitors, primary screen, biochemical, fluorescence polarization, single point. UDP-galactopyranose mutase (Mycobacterium tuberculosis (strain ATCC 25618 / H37Rv)), …. purified UGM, fluorescence polarization probe displacement. inhibition, % at 10 µM. 320,000 compounds, 0.06% hits. AID 504406, 2011; in the data active = inhibition above about 10%, passing the limit was not always enough; inconclusive = no clear call, values can overlap the other calls
Target sequence (P9WIQ1 whole entry, looked up): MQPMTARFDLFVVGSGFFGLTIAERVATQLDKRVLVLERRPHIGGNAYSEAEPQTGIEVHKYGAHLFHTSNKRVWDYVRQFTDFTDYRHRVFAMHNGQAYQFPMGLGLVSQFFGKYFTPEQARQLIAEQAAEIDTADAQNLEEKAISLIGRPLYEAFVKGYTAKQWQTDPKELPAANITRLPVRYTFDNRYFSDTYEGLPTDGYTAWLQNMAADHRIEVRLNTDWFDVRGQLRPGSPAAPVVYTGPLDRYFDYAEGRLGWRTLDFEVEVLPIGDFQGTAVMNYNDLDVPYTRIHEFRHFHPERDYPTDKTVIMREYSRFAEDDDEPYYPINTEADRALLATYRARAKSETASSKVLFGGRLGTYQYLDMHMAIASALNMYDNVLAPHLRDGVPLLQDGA
FadD28 FP inh: inhibitors of FadD28 bisubstrate probe binding, primary screen, biochemical, fluorescence polarization, single point; 360,000 compounds, 0.22% hits; inhibition, % at 12.5 µM; Mycobacterium tuberculosis FadD28 fatty-acid-AMP ligase; in the data active = inhibition above about 8.5%, passing the limit was not always enough; inconclusive = no clear call, values can overlap the other calls
Anthrax LF prot: Bacillus anthracis LF protease inhibitors, primary screen, biochemical, multiplex microsphere, MLPCN library; multiplex microsphere protease cleavage assay; 360,000 compounds, 0.12% hits; inhibition, % at 10 µM; AID 588501, 2011; Lethal factor (Bacillus anthracis), P15917; also: plate controls were buffer without enzyme for full effect and enzyme alone for no effect
BoNT A protease: BoNT/A light chain protease inhibitors, primary screen, biochemical, flow cytometry, MLPCN library; multiplex microsphere protease substrate cleavage; inhibition, % at 10 µM; 360,000 compounds, 0.17% hits; AID 588499, 2011; also: plate controls were buffer without enzyme for full effect and enzyme alone for no effect
PfHsp40 rescue: rescue of yeast from PfHsp40 toxicity, primary screen, S. cerevisiae, ATP luminescence | growth rescue, % at 12.5 µM | S. cerevisiae expressing PfHsp40, growth rescue | 340,000 compounds, 0.68% hits | AID 504582, 2011; in the data active = growth rescue above about 28%, passing the limit was not always enough; inconclusive = no clear call, values can overlap the other calls;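 also: yeast W303a lacking pdr1 and pdr3 grown in galactose medium; growth measured after three days at 30 °C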
BioA inh: M. tuberculosis BioA enzyme inhibitors, primary screen, biochemical, plate reader, single point, HTS | 7,8-diaminopelargonic acid synthase BioA (Mycobacterium tuberculosis) | purified M. tuberculosis BioA enzyme | inhibition, % at 9.99 µM | 360,000 compounds, 0.096% hits; in the data active = inhibition above about 40%; inconclusive = no clear call, values can overlap the other calls
FBA Mtb inh: Mtb FBA enzyme inhibitors, primary screen, biochemical, fluorescence, strain H37Rv | purified M. tuberculosis FBA, fluorescence read-out | 360,000 compounds, 2.3% hits | inhibition, % at 1 µM | AID 588726, 2011 | Fructose-bisphosphate aldolase (Mycobacterium tuberculosis (strain ATCC 25618 / H37Rv)), …; in the data active = inhibition above about 27%;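 also: 0% = vehicle and 100% = reference inhibitor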
Target sequence (P9WQA3 whole entry, looked up): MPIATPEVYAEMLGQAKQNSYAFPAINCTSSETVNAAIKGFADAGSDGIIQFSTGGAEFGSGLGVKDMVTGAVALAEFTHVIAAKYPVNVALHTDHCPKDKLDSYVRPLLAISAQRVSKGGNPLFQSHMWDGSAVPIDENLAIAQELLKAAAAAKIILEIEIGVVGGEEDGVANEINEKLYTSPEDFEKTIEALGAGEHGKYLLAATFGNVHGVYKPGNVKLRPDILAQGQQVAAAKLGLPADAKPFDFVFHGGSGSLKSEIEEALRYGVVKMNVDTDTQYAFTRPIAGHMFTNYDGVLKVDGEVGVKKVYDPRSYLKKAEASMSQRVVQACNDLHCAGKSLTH
BoNT-F LC inh: BoNT/F light chain protease inhibitors, primary screen, biochemical, flow cytometry, MLPCN library | inhibition, % at 10 µM | 360,000 compounds, 0.22% hits | AID 588497, 2011 | Multiplex microsphere protease cleavage assay | Botulinum neurotoxin type F light chain protease (Clostridium botulinum); in the data active = inhibition above about 35%, passing the limit was not always enough; inconclusive = no clear call, values can overlap the other calls; also: plate controls were buffer without enzyme for full effect and enzyme alone for no effect
GDH-TPI counter: GDH-TPI coupling enzyme inhibitors, primary screen, artefact control for M. tuberculosis FBA inhibitor project, biochemical, absorbance, full deck; inhibition, % at 4.8 µM; GDH-TPI coupled enzyme counterscreen, NADH absorbance; AID 588335, 2011; 360,000 compounds, 1.2% hits; in the data active = inhibition above about 30%;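 also: 0% = DMSO wells and 100% = wells lacking the enzyme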
An asterisk follows results filed as active; u = inconclusive; x = no result given. Rule as the data show it, unless noted: active = inhibition above about 30%; inconclusive = no clear call, values can overlap the other calls; inactive = below that.

SMILES	UGM FP inh	FadD28 FP inh	Anthrax LF prot	BoNT A protease	PfHsp40 rescue	BioA inh	FBA Mtb inh	BoNT-F LC inh	GDH-TPI counter
Nc1nonc1-n1nnc(C(=O)N/N=C/c2ccccc2Cl)c1CSc1ccccc1	6.3	-0.4	-9	0.2	x	0.4	-1	0	2
O=C(O)c1cncc(Br)c1	1.7	-1.0	12	1.9	-0.8	-1.4	4	0	9
Cc1cc(-c2nc3ncccc3o2)ccc1NC(=S)NC(=O)c1ccco1	-0.7	-0.8	0	1.8	0.6	x	33*	7	11
O=C(NC1CCCC1)C1CC(=O)N(c2ccccc2)C1 (configuration not stated)	0.4	-1.7	-1	2.5	0.8	0.7	1	10	-10
Cc1ccc(CN2C(=O)C(C)(C)Oc3ccc(C(=O)N4CCCCC4)cc32)cc1	-0.6	0.1	-2	-2.0	0.3	1.1	6	-26	-1
Clc1cccc(Cl)c1-c1noc(CN2CCOCC2)n1	-3.7	-0.9	36*	u	-1.7	x	-2	u	-3
Cc1c([N+](=O)[O-])cc(S(=O)(=O)Nc2ccncc2)cc1[N+](=O)[O-]	1.2	-2.0	2	-0.8	-0.2	-0.7	0	-5	-6
CNC(=O)C[C@H]1C(=O)N(Cc2ccccc2)C[C@@H]1CSC	x	1.0	-7	-0.1	x	0.8	3	-7	7
CCCn1nc(C(=O)Nc2ccc(S(=O)(=O)Nc3nccs3)cc2)c2ccccc2c1=O	8.3	-2.2	-1	-1.0	0.1	-1.5	1	-4	14
O=C(CNCc1ccco1)Nc1ccc(Oc2ccccc2)cc1	-1.1	-4.5	-7	0.6	1.2	x	2	-8	-1
N#Cc1c(N)n(CCOC(=O)c2cccc(Br)c2)c2nc3ccccc3nc12	2.6	-0.9	1	4.2	-0.4	-1.6	45*	1	6
O=C(C[n+]1cc(-c2ccccc2)n2c1CCC2)Nc1nc(-c2ccccc2)cs1	-1.3	-2.7	-1	-0.1	1.3	1.1	-5	2	-3
CC(=O)c1c(C(C)=O)c(C)n(NC(=O)c2ccccc2O)c1C	0.8	0.6	2	u	-2.0	1.0	5	4	10
COC(=O)c1ccc(N=NN2CCOCC2)cc1	2.7	-1.4	-2	0.0	0.0	x	0	-4	15
CCCc1nc2c(s1)CCc1onc(-c3ccc(OC)cc3)c1-2	1.9	-6.7	-6	-0.6	3.8	-0.9	0	-8	-9
Cc1nc(SCCC(=O)O)c2cc(-c3ccccc3)sc2n1	0.2	-7.3	-3	0.0	-0.1	0.3	2	0	15
O=C(CSc1nnc(-c2ccco2)o1)NC1CCCCCC1	-0.7	-2.2	-2	0.8	0.2	1.1	0	0	-6
COC(=O)C1=C(C)Nc2ncnn2C1c1ccc(OC(=O)c2ccccc2)cc1 (configuration not stated)	1.6	-0.7	5	0.4	-0.9	0.0	-1	-2	7
COc1ccc(OC)c(/C=N/NC(=O)CNC(=O)c2cccc3ccccc23)c1	-0.8	-3.5	-2	-0.1	-0.2	-0.2	145*	0	6
Cc1cccc(NC(=O)Cc2coc3ccc4ccccc4c23)n1	-1.1	-2.1	0	3.2	4.8	-1.3	2	14	11
Cc1ccc(S(=O)(=O)N/N=C/c2ccc3nccnc3c2)cc1	1.7	-1.7	5	-1.3	-1.2	-2.3	-4	-4	13
CC(C)C(NCC(=O)Nc1ccccc1C(=O)NC1CC1)c1ccccc1 (configuration not stated)	0.2	-2.6	-4	0.2	0.1	x	1	-4	7
O=C(O)C(Cc1ccccc1)N1C(=O)/C(=C/c2cccs2)SC1=S (configuration not stated)	x	-1.7	1	0.3	2.6	x	-9	-2	-1
Cc1ccc(Cl)cc1N1CCN(C(=O)CN(C2CCCCC2)S(C)(=O)=O)CC1	1.2	-5.6	1	-1.0	2.0	-1.0	0	u	0
COc1ccc(OCC(=O)N/N=C/c2ccc(O[C@@H]3O[C@H](CO)[C@@H](O)[C@H](O)[C@H]3O)cc2)cc1	0.4	0.4	-4	0.4	-0.9	-0.8	-3	-3	8
CCOCCOC(=O)C1=C(C)NC(=O)NC1c1cc2c(cc1Br)OCO2 (configuration not stated)	-1.7	-3.3	-17	-0.2	-0.1	-1.0	0	u	-4
CCOC(=O)c1cc(-c2ccncc2)nc2c1c(C)nn2C	2.3	-3.3	4	0.8	2.9	x	13	1	0
O=C(CSc1nc(C2CC2)nc2ccccc12)Nc1ccc2c(c1)OCCO2	1.8	2.1	8	-1.5	0.2	-2.4	3	-2	6
Cc1noc(C)c1S(=O)(=O)N(CC(=O)NCc1ccc(F)cc1)c1ccc(C(C)C)cc1	-1.4	2.2	-3	-1.1	-1.5	-0.2	2	-5	2
COC(=O)C1CN(C(=O)C(C)Oc2ccc(F)cc2)c2ccccc2O1 (configuration not stated)	-1.0	-3.3	-11	-1.6	0.3	1.2	-1	14	2
CC(C)c1ccc(N(C(=O)c2snc(C(N)=O)c2N)C(C(=O)NC2CCCC2)c2ccncc2)cc1 (configuration not stated)	0.1	-0.9	-1	-1.8	0.0	-2.9	6	-2	10
CC(C)(C)c1ccc(NC(=O)COC(=O)CCc2nc3ccccc3c(=O)[nH]2)cc1	0.2	-0.9	-3	-2.2	-0.2	x	2	-38	4
COc1ccc(NC(=O)COc2ccccc2)c(OC)c1	-1.4	-0.5	-8	-0.7	-0.7	-3.1	-1	0	4
CC(C)C[C@H](NC(=O)C1CCC(CNC(=O)[C@@H]2CCCN2C(=O)OC(C)(C)C)CC1)C(=O)O (some centres not stated)	1.2	0.1	-10	-0.1	0.2	-7.0	0	-17	3
CCC(=O)Nc1sc(C(=O)Nc2ccccc2)c(C)c1C(=O)OC	0.1	-2.2	0	0.6	4.4	2.8	-2	-4	11
COc1ccc(-c2cc(-c3ccc(Br)cc3)nc3ncnn23)cc1OC	-0.2	-1.8	-4	1.3	0.2	0.8	-4	-26	25

Among those listed so far, 3 have a thiophene ring, fused or not.
SMILES	UGM FP inh	FadD28 FP inh	Anthrax LF prot	BoNT A protease	PfHsp40 rescue	BioA inh	FBA Mtb inh	BoNT-F LC inh	GDH-TPI counter
Cc1nc(SCCC(=O)O)c2cc(-c3ccccc3)sc2n1	0.2	-7.3	-3	0.0	-0.1	0.3	2	0	15
O=C(O)C(Cc1ccccc1)N1C(=O)/C(=C/c2cccs2)SC1=S (configuration not stated)	x	-1.7	1	0.3	2.6	x	-9	-2	-1
CCC(=O)Nc1sc(C(=O)Nc2ccccc2)c(C)c1C(=O)OC	0.1	-2.2	0	0.6	4.4	2.8	-2	-4	11

Continuation.
SMILES	UGM FP inh	FadD28 FP inh	Anthrax LF prot	BoNT A protease	PfHsp40 rescue	BioA inh	FBA Mtb inh	BoNT-F LC inh	GDH-TPI counter
Cn1c(=O)c2c(ncn2CC(=O)N/N=C/c2ccc(Br)s2)n(C)c1=O	-1.0	u	-1	-0.4	0.8	-1.2	-1	0	19
CCCn1cnc2cc(NCc3ccccc3O)ccc21	1.5	-1.8	8	2.7	-1.1	-0.7	8	u	5
COc1ccccc1-c1nnc2sc(-c3ccc(N(C)C)cc3)nn12	-2.6	0.4	-5	1.5	0.3	-1.6	20	6	28
O=C(NC(Cc1ccccc1)C(=O)NCc1ccccn1)c1ccco1 (configuration not stated)	-1.5	-0.4	-4	-2.3	-0.1	0.3	-1	-7	9
Cc1ccc(CNC(=O)CCS(=O)(=O)c2ccc(Br)s2)cc1	-1.3	-3.1	-4	-0.7	0.1	x	-3	-5	7
COCc1cc(=O)n2[nH]cc(-c3ccsc3)c2n1	-3.1	-2.3	-8	2.0	-0.2	0.4	55*	19	2
Cc1ccc(NC(=O)c2cc([N+](=O)[O-])ccc2Cl)c(O)c1	-1.8	-1.5	0	0.0	0.2	-1.5	2	-5	6
O=C(CCS(=O)(=O)c1ccc(Cl)cc1)Nc1cccc(S(=O)(=O)N2CCCCCC2)c1	x	0.6	-1	-0.9	-0.6	2.2	-1	-6	0
CCOC(=O)C1(C)CCCN1C(=O)c1sccc1C (configuration not stated)	x	-3.5	0	0.1	x	0.9	-4	8	-1
Cn1c(=O)c(C(=O)NNC(=O)c2ccccc2F)c(O)c2ccccc21	2.3	-3.2	0	0.7	3.0	0.8	2	1	5
Cc1nn2cc(-c3cccc(Cl)c3)cnc2c1Br	3.7	0.8	-4	-0.9	1.7	x	1	-6	11
CC(=O)c1ccc(N2CCN(C(=O)C3CCCN(c4ncnc5c4nc4n5CCCCC4)C3)CC2)cc1 (configuration not stated)	-0.1	-1.9	-1	0.0	-0.9	5.4	3	0	31*
COCn1c(COc2ccccc2)nc2ccccc21	1.7	-0.7	0	-0.2	-1.2	1.3	1	-7	5
Cc1ccc(C(=O)NC=C(Cl)Cl)cc1	-0.2	-2.5	3	0.6	-0.9	-0.9	0	2	3
CCOC(=O)C(NC(=O)CC(C)C)(Nc1sc2c(c1C(N)=O)CCCC2)C(F)(F)F (configuration not stated)	1.9	-0.2	-1	-0.9	-0.8	x	0	-5	3
CC12CCC(=O)N1C(C(=O)N1CCN(c3ccccc3)CC1)CS2 (configuration not stated)	4.4	2.8	1	1.2	-1.7	-0.6	-3	16	-6
CCc1ccc(C2(O)CC(C(F)(F)F)=NN2C(=O)Cc2ccc([N+](=O)[O-])cc2)cc1 (configuration not stated)	-0.3	-3.4	-4	-0.8	1.7	1.0	-2	-21	-4
CCN1C(=O)C2(C(C#N)=C(N)Oc3n[nH]c(COC)c32)c2ccccc21 (configuration not stated)	1.9	-1.3	-11	0.1	-2.0	-0.9	-1	-7	5
CCCCCC(=O)N1C[C@@H](n2cc(COC(=O)c3ccccc3)nn2)[C@H](O)C[C@@H]1c1ccccc1	x	-3.1	-6	0.0	x	6.0	1	4	-4
CCN(CC)C(=O)c1[nH]cnc1C(=O)N[C@H](C)c1ccccc1	0.5	1.5	0	-0.2	-0.5	-2.3	2	-13	1
O=C1C(=O)N(CCN2CCOCC2)C(c2ccccc2)/C1=C(\O)c1ccc2c(c1)OCCO2 (configuration not stated)	-1.7	-1.4	-2	-2.4	-0.5	-0.1	-1	-1	15
CCn1c(SCC(=O)Nc2nc(-c3ccccc3)cs2)nc2c1c(=O)n(C)c(=O)n2C	0.4	-1.4	-1	-0.9	-0.3	0.2	1	2	-3
COc1ccc([C@@H]2[C@@H]3C(=O)N(C(C)(C)C)C(=O)[C@@H]3[C@]3(C)C(=O)N(c4ccccc4)C(=O)N23)cc1	-3.4	-2.9	10	-0.3	1.6	-1.4	4	-3	10
O=C(CN1CCN(C(=O)c2ccco2)CC1)Nc1ccc2c(c1)OCCO2	1.4	-0.4	-3	0.3	-1.1	2.3	1	-10	7
COc1ccc2nc(Cl)c(C#N)cc2c1	-1.4	-3.6	2	-1.1	0.0	0.5	-5	-4	-11
Cc1ccc(SC2CCN(C(=O)C3CCC(=O)N(C4CC4)C3)CC2)cc1 (configuration not stated)	1.2	0.3	0	1.2	-0.9	11	0	2	7
Clc1cccc(NCc2nnc(SCc3ccccc3Cl)o2)c1	8.2	-2.2	-6	-0.3	-0.3	x	-1	-8	0
Cc1ccc(NC(=O)Cc2noc3ccccc23)cc1	-1.4	-1.5	3	0.8	0.2	-1.2	2	8	4
